PGC1a acetyl inh: lowers PGC1a acetylation signal in U2OS cells; AlphaScreen anti-acetyl-lysine; with virally co-expressed GCN5 acetyltransferase; inhibition, % at 15.6 µM; 0.17% of 350,000 active; AID 651687;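 active = every replicate shows inhibition of at least 40%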;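 note: 0% = neutral control wells and 100% = positive control wells; some results beyond the cut were filed as inactive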
FN deposit inh: fibronectin deposition inhibition; AH1F fibroblasts, Alexa488-fibronectin deposition fluorescence, overnight; AID 743247; 0.086% of 350,000 active; inhibition, % at 12.6 µM;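 active = mean inhibition across replicates of 30% or more, regardless of how many single replicates reach that level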;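 note: positive control wells lacked labelled fibronectin entirely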
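Assay system: AH1F fibroblasts / Quantity: 10000 cells per well / Medium: DMEM plus 2% serum, read in PBS / Reagent: labelled fibronectin 24 nM / Dosing: single dose, pinned / Times: 1 h cell attachment, overnight exposure to compound and label / Signal: fluorescence, ex 485 nm, em 525 nm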
ERAP1 HTS inh: ERAP1 (human) enzyme inhibition; recombinant ERAP1, Leu-AMC fluorescence, 60 min; inhibition, % at 10.7 µM; 0.15% of 340,000 active; AID 652197;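 active = mean replicate inhibition of at least 30%, or all replicates individually reaching that 30% level; inactive = mean below 30% and not every replicate reaching it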;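 note: 0% = neutral control wells and 100% = L-leucinethiol positive control wells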
Target sequence (Q9NZ08 whole entry, looked up): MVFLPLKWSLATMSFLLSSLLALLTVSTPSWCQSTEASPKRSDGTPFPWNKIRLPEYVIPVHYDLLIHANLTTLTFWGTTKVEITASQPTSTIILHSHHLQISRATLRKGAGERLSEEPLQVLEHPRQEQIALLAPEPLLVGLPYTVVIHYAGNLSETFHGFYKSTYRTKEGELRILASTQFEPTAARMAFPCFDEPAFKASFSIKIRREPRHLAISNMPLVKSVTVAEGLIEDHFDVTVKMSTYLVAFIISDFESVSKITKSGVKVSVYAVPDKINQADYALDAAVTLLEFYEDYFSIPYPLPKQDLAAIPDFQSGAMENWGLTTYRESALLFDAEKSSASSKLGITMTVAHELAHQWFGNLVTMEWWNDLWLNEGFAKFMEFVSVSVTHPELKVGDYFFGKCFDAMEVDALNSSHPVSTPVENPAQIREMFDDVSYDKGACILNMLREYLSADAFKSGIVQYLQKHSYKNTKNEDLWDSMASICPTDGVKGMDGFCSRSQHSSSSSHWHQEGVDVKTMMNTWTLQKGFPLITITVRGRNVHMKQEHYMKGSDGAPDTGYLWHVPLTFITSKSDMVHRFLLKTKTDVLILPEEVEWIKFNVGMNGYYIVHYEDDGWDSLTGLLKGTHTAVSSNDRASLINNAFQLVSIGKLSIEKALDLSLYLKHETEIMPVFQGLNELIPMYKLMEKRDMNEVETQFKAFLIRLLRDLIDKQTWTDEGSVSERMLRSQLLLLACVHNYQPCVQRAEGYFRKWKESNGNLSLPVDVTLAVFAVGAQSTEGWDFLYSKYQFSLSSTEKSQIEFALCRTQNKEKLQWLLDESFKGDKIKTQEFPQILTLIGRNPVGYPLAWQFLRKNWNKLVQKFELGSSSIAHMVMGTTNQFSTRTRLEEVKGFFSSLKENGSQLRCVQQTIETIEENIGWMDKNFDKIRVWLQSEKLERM
PAX8 reporter: inhibitors of PAX8 transcriptional activity in RMG-I cells. RMG-I TPO-luciferase reporter, SteadyGlo, 24 h. inhibition, % at 12.6 µM. 1.2% of 360,000 active;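 active = mean replicate inhibition at least 60% with every replicate also reaching 60%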;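 note: luciferase light reporting Pax8 driven TPO promoter activity; plate controls were median of neutral control wells for no effect and mitoxantrone controls for full effect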
EWS-Fli block: blocks EWS/Fli oncoprotein-driven transcription; inhibition, % at 12.6 µM; 0.67% of 350,000 active; A673 NR0B1-luciferase reporter, viability-normalised;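 active = mean inhibition of at least 50% after viability correction, with every replicate also passing that limit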;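 note: firefly luciferase signal divided by Alamar Blue viability fluorescence both relative to DMSO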
S100A4 inh HTS: inhibitors of human S100A4 binding to myosin IIA peptide. P26447. S100A4/TAMRA-MyoIIA peptide fluorescence polarization. inhibition, % at 10.7 µM. 0.14% of 360,000 active. AID 652163;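 active = mean inhibition of at least 70% across replicates, with every replicate also reaching that level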
Target sequence (P26447 whole entry, looked up): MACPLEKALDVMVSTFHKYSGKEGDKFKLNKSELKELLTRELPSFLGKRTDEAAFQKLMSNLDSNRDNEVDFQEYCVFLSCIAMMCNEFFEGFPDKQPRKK
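incubation = readout 5 min after mixing, signal stable up to 60 min | system = S100A4 monomer protein | buffer or medium = HEPES pH 7.2 with CaCl2, KCl, NaCl, DTT, Triton | benchmarks = neutral control DMSO, positive control TFP | also added = fluorescent myosin IIA peptide, 5 nM | compound dosing = one concentration per compound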
PglD DTNB: PglD (C. jejuni) enzyme inhibition | 0.098% of 360,000 active | inhibition, % at 12.5 µM | purified PglD enzyme, DTNB colorimetric CoA detection; in the data active = inhibition above about 16%, passing the limit was not always enough; note: strong numbers were not always called active
LGR2 antag: Drosophila LGR2 receptor signaling inhibition; HEK293 LGR2, CRE-luciferase, bursicon-stimulated, 4 h; 0.35% of 380,000 active; inhibition, % at 9.99 µM;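 active = drop in luminescence signal, shown as inhibition above about 50% in the replicate tests, limit read from the data, passing the limit was not always enough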;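 note: agonist challenge used bursicon conditioned medium at about half maximal strength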
Starred values were filed as active, the others as inactive; . = not tested or not shown; & = joins results of further samples.

SMILES	PGC1a acetyl inh	FN deposit inh	ERAP1 HTS inh	PAX8 reporter	EWS-Fli block	S100A4 inh HTS	PglD DTNB	LGR2 antag
CCNC(=O)[C@@H]1[C@@H](CO)[C@@H]2Cn3c(ccc(-c4ccc(F)cc4)c3=O)[C@H]1N2C(=O)c1ccccn1	.	.	11	-2	-2	4	9	13
O=C1CSC(=S)N1N=Cc1ccccc1O	.	-4	1	3	-30	-11	.	-8
COc1ccccc1C(=O)NNC(=O)CCCN1C(=O)/C(=C/c2cccs2)SC1=S	6	0	.	8	.	.	7	21
C[C@@H]1CCCCO[C@H](CN(C)CC2CCCCC2)[C@H](C)CN([C@H](C)CO)C(=O)c2cc(NS(=O)(=O)c3cn(C)cn3)ccc2O1	.	.	-1	4	1	11	2	-12
Cc1cc2ccccc2n1CCNC(=O)Cc1cccc2ccccc12	.	-6	-2	26	10	73*	-1	7
C[C@H]1CN([C@@H](C)CO)C(=O)c2cccc(NC(=O)C3CCCCC3)c2O[C@H]1CN(C)C(=O)Nc1ccc(F)cc1	-2	2	2	.	-11	4	-1	15
CN(CC(=O)Nc1cccc(F)c1)C(=O)c1cn(-c2ccccc2)nc1-c1ccc(F)cc1	-6	21	-1	10	-9	-2	2	-2
Cc1cc(C)n2nc(CC#N)c(C#N)c2n1	12	7	-3	19	10	-3	.	-16
COC(=O)C[C@@H]1C=C[C@@H](NS(=O)(=O)c2ccc(OC)cc2)[C@H](CO)O1	7	6	1	1	-5	-5	1	-2
N#C[C@H]1[C@H](c2ccc(C#Cc3cccc(F)c3)cc2)[C@@H](CO)N1C(=O)C1CC1	-8	-3	1	-11	7	10	-6	16
CN(C)c1ccc2c(c1)Sc1cc(N(C)C)ccc1N2C(=O)c1ccccc1	.	1	0	33	-2	3	1	6
COc1ccccc1S(=O)(=O)N(C)C[C@H]1Oc2cc(/C=C/c3ccccc3)ccc2S(=O)(=O)N([C@H](C)CO)C[C@H]1C	3	.	-6	.	4	8	1	10
CCOC(=O)c1ccc(OC(=O)CCCCCN=C(N)N)cc1	-9	0	-1	-8	-9	4	0	-15
CN(C)C(CNC(=O)c1cccc(S(=O)(=O)Nc2ccccc2Cl)c1)c1ccco1 (centres undefined)	3	0	0	15	0	2	-2	-10
COC(=O)COc1ccc(/C=C2/NC(=O)N(CC(=O)OC)C2=O)cc1	6	17	0	38	13	5	.	-2
O=C(NCc1ccncn1)[C@H]1[C@H](CO)[C@H]2Cn3c(ccc(-c4ccc(F)cc4)c3=O)[C@H]2N1CC1CC1	.	.	5	16	3	4	0	-14
CC(=O)Nc1ccc(NC(=O)CS(=O)(=O)c2cn(CC(=O)N3CCCCC3)c3ccccc23)cc1	3	3	1	3	2	-2	1	-10
COc1ccccc1N(C)S(=O)(=O)c1ccc(C(=O)O)cc1	-4	7	0	-10	3	-25	-4	-12
N#C/C(=C\c1ccc(N2CCCCC2)c([N+](=O)[O-])c1)c1nn(-c2ccccc2)c(N)c1C#N	.	2	.	2	.	.	-3	-8
Cc1cc2nc(Cl)c(Cl)nc2cc1C	.	-3	10	13	12	-1	.	-2

The closing 2 compounds of the part above are carried over, then new ones follow:
SMILES	PGC1a acetyl inh	FN deposit inh	ERAP1 HTS inh	PAX8 reporter	EWS-Fli block	S100A4 inh HTS	PglD DTNB	LGR2 antag
N#C/C(=C\c1ccc(N2CCCCC2)c([N+](=O)[O-])c1)c1nn(-c2ccccc2)c(N)c1C#N	.	2	.	2	.	.	-3	-8
Cc1cc2nc(Cl)c(Cl)nc2cc1C	.	-3	10	13	12	-1	.	-2
COc1cc(C)ccc1S(=O)(=O)NC(=O)Cn1nnc(COc2ccc3c(c2)CCCC3)c1C	4	2	4	.	1	-4	2	4
O=C(Nc1cc(F)ccc1F)N1CC(=O)N2[C@H](CO)[C@H](c3ccc(C#CC4CCCC4)cc3)[C@@H]2C1	5	-7	-2	22	3	0	.	4
C[C@@H]1CN([C@@H](C)CO)C(=O)c2cccc(NS(=O)(=O)c3cn(C)cn3)c2O[C@H]1CN(C)S(=O)(=O)c1cn(C)cn1	8	.	3	-21	5	3	-1	-14
Cc1nc(C)n(C(C)CNC(=O)c2cccc(Br)c2)n1 (centres undefined)	.	0	-2	15	5	3	5	2
O=C(Nc1ccccc1F)N[C@@H]1CC[C@@H](CCNS(=O)(=O)c2ccc(F)cc2)O[C@H]1CO	-2	3	1	.	1	-6	-5	-23
COc1ccc(C(=O)n2ncc(C#N)c2N)cc1	-2	-6	.	-3	-7	3	-2	20
CN(C)CCNC(NC(=O)c1cccs1)C(Cl)(Cl)Cl (centres undefined)	3	-3	.	0	.	.	-4	14
COc1c(F)c(F)c(C(=O)Nc2ccc(NC(=O)Cc3ccccc3)cc2)c(F)c1F	-25	6	.	4	4	4	.	8
COc1ccc(S(=O)(=O)N2C[C@H](O)COC[C@H]3O[C@@H](CC(=O)NCc4ccc(Cl)c(Cl)c4)CC[C@@H]32)cc1	-10	6	0	20	13	-10	0	-2
Cc1ccc(-c2ccc(S(=O)(=O)NCC3CCCO3)cc2)cc1 (centres undefined)	8	-10	6	5	-2	0	.	16
O=C(C1CCCC1)N1CC[C@@H]2[C@H](CO)Nc3ccc(Br)cc3[C@@H]21	8	6	-6	.	-6	-1	.	-9
Cc1occc1C(=O)NNC(=O)C1CCCC1	-1	2	3	2	-15	2	4	-13
S=c1nc[nH]c2c1ncn2-c1ccc(Cl)cc1	-8	-2	-3	-7	-21	-5	1	-24
CCCNC(=O)N1CC2(C1)[C@@H](c1ccccc1)[C@H](CO)N2C(=O)C1CCCC1	.	2	-2	.	-4	1	.	9
Cc1[nH]c2ccccc2c1C(=O)C(=O)NCc1nnnn1-c1cccc(F)c1	5	-8	-3	-13	1	1	-2	11
Cc1ccccc1C(=O)Nc1ccccc1C(=O)NCc1ccccc1	-2	-18	.	-22	.	.	0	.
CCn1cc(C(=O)N2CCN(c3ccccn3)CC2)c(=O)c2cc(S(=O)(=O)N(C)C3CCCCC3)ccc21	.	3	3	19	-8	-5	.	14
Cn1nnc2cc(NC(=O)Nc3cccc(C(F)(F)F)c3)ccc21	6	-7	1	-4	-13	-9	-3	-10
O=C(NNS(=O)(=O)c1ccc(C(=O)NC2CCCC2)cc1)c1ccncc1	5	6	-1	39	-6	7	-3	-13
O=C(Nc1ccc(Cl)cc1)N1CCOC12CCCCC2	2	2	5	21	-6	-2	.	-41

Quoted from the listing:
Result for S=c1nc[nH]c2c1ncn2-c1ccc(Cl)cc1 under PAX8 reporter: -7
Result for COc1c(F)c(F)c(C(=O)Nc2ccc(NC(=O)Cc3ccccc3)cc2)c(F)c1F under FN deposit inh: 6
Result for Cc1[nH]c2ccccc2c1C(=O)C(=O)NCc1nnnn1-c1cccc(F)c1 under PglD DTNB: -2
Result for C[C@@H]1CN([C@@H](C)CO)C(=O)c2cccc(NS(=O)(=O)c3cn(C)cn3)c2O[C@H]1CN(C)S(=O)(=O)c1cn(C)cn1 under PGC1a acetyl inh: 8
Result for Cc1ccccc1C(=O)Nc1ccccc1C(=O)NCc1ccccc1 under PGC1a acetyl inh: -2

(cont.)
SMILES	PGC1a acetyl inh	FN deposit inh	ERAP1 HTS inh	PAX8 reporter	EWS-Fli block	S100A4 inh HTS	PglD DTNB	LGR2 antag
OC[C@@H]1[C@H](c2ccc(/C=C/c3ccccc3)cc2)[C@H]2CN(Cc3cccnc3)CCCCN12	-18	.	0	-10	-2	0	0	-20
CC(=O)Nc1cccc(C(=O)N/N=C/c2ccc(C)o2)c1	2	-7	-5	-16	1	-15	.	-18
N#C[C@H]1[C@H](c2ccccc2-c2cccc(F)c2)[C@@H](CO)N1C(=O)C1CCOCC1	6	-15	0	3	21	0	.	10
Cc1ccccc1-n1c(=O)cc(N2CCc3ccccc32)[nH]c1=O	4	-6	0	13	13	1	-4	-1
CCCNC(=O)C1(C)CCCN(Cc2ccc(C(F)(F)F)cc2)C1 (centres undefined)	-12	-2	1	4	4	8	-1	5
CO[C@@H]1CN(C)C(=O)c2ccc(NC(=O)Nc3cccc(Cl)c3)cc2OC[C@H](C)NC[C@H]1C	20	8&1	2	7	9	3	15	16
O=C(CC1CC1)Nc1ccc2c(c1)[C@@H]1C[C@@H](CC(=O)NC3CCCCC3)O[C@@H](CO)[C@@H]1O2	0	10	-4	25	16	13	1	-7
C[C@@H]1CN([C@@H](C)CO)C(=O)c2cc(C3=CCCC3)cnc2O[C@@H]1CN(C)C	13	-8	-1	.	-6	-7	0	10
NC(=O)c1ccc(SCC(=O)NC2CCCCC2)c([N+](=O)[O-])c1	3	8	2	8	-2	-3	.	-11
CCN(CC)CCNC(=O)c1ccc(NC(=O)Cc2ccsc2)cc1	2	-3	-1	-6	.	-3	13	6
Cc1cccc(NC2CCCCC2NS(=O)(=O)c2ccccc2)c1 (centres undefined)	-13	8	1	-5	4	2	-5	15
CC(C)NC(=O)N(C)C[C@H]1Oc2c(NC(=O)NC3CCCCC3)cccc2C(=O)N([C@H](C)CO)C[C@H]1C	2	.	-1	.	-3	8	1	3
Clc1ccccc1OCCCCN1CCNCC1	9	10	-2	17	2	-1	4	8
O=C(N=C1SC2CS(=O)(=O)CC2N1c1ccccc1Cl)C1CCCO1 (centres undefined)	7	-1	-3	1	.	0	-1	-2
C[C@@H]1CCCCO[C@@H](CN(C)Cc2ccc(C(=O)O)cc2)[C@H](C)CN([C@@H](C)CO)C(=O)c2cc(NC(=O)c3ccncc3)ccc2O1	-8	.	-3	-11	-2	4	5	-19
CC(=O)NC(=S)Nc1ccc(N2CCOCC2)c(S(=O)(=O)Nc2cc(Cl)ccc2Cl)c1	1	6	-1	-16	-5	-18	.	21
COc1ccc(-c2ccc(CN3C(C)C(=O)N(Cc4cn(CCC5OCCO5)nn4)CCS3(=O)=O)cc2)cn1 (centres undefined)	.	5	-1	-5	-1	5	-4	-2
C=CCN(CC=C)Cc1nc(N)nc(Nc2ccccc2C)n1	6	-5	-9	-8	3	0	-7	1
Cc1ccc(S(=O)(=O)N2CCC(C(=O)OC(C)C(=O)N3CCOCC3)CC2)cc1 (centres undefined)	-3	4	-2	-6	-6	-6	-3	12
COC(=O)C[C@H]1CC[C@@H]2[C@@H](COc3ccc(NC(=O)c4cccs4)cc3C(=O)N2C)O1	3	-16	.	-8	-13	.	0	-7
O=C(CN1CCN(Cc2ccccc2Cl)C1=O)NCCCN1CCOCC1	3	7	-3	-18	2	7	4	-1
COCC(=O)N(C)C[C@@H]1Oc2ncc(C3=CCCCC3)cc2C(=O)N([C@H](C)CO)C[C@@H]1C	-1	.	0	.	-4	-3	-2	9
CCN(Cc1ccccc1)C(=O)CCc1nc(CN2CCN(C(=O)c3ccc([N+](=O)[O-])cc3)CC2)no1	-11	-10	2	-70	3	0	-1	-15
C[C@H]1CN([C@@H](C)CO)C(=O)c2cc(NS(=O)(=O)c3cccs3)ccc2O[C@@H]1CN(C)Cc1ccc(Cl)c(Cl)c1	-10	.	0	-3	19	4	0	-9
CCCN(CCC)Cc1cc(=O)oc2ccc3ccccc3c12	-13	-5	-3	7	13	-4	0	5
CC(O)[C@@H](NC(=O)C1CCC(CNC(=O)[C@H](Cc2ccccc2)NC(=O)OC(C)(C)C)CC1)C(=O)O (some centres undefined)	7	-4	-1	-13	8	3	5	-6
COc1ccc(NC(=O)C2CCCO2)cc1 (centres undefined)	-11	-4	.	-12	.	.	6	.
CCCCn1c(N)c(N(CCOC)C(=O)CSc2nnc(-c3ccco3)n2CC)c(=O)[nH]c1=O	-8	2	1	-10	-2	-1	-5	-11
COc1ccc2c(CC(=O)NCCN3C(=O)S/C(=C\c4cccnc4)C3=O)coc2c1	0	-5	3	0	12	4	.	-5
COc1ccc(N(CC(=O)N2CCN(Cc3ccccc3)CC2)S(C)(=O)=O)c(OC)c1	.	4	1	19	-5	0	3	-2

Source: PubChem (Broad Institute)
